# NPY1 pot ag: potentiators or agonists of human neuropeptide Y receptor Y1 | activation, % at 3.6 µM | NPY-Y1 expressing cells, potentiator/agonist activation | AID 1304 | 0.37% of 220,000 active | P25929; in the data active = activation above about 33%, passing the limit was not always enough;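 also: cells stimulated with NPY at EC10 then isoproterenol at EC100; 0% = low agonist plus stimulus and 100% = saturating agonist plus stimulus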
# Target sequence (P25929 whole entry, looked up): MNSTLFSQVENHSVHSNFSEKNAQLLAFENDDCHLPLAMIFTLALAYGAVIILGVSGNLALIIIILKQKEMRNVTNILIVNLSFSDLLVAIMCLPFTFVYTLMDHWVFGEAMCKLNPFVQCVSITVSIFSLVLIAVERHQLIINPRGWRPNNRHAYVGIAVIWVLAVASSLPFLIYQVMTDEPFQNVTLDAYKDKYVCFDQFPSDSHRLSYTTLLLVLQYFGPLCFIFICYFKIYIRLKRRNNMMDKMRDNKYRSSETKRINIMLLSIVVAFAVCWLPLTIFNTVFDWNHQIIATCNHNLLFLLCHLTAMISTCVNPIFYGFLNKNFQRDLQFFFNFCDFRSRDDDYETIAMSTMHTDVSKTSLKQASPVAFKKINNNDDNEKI
# 14-3-3 Bad inh: disrupts binding of bovine 14-3-3 zeta to phospho-Bad peptide; TR-FRET 14-3-3zeta/Dy647-pBad peptide displacement, 1 h; inhibition, % at 21.7 µM; 0.71% of 220,000 active;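 active = inhibition above about 70%, limit read from the data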;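 also: 0% = full 14-3-3 plus peptide FRET controls and 100% = background without 14-3-3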
# Target sequence (P63103 whole entry, looked up): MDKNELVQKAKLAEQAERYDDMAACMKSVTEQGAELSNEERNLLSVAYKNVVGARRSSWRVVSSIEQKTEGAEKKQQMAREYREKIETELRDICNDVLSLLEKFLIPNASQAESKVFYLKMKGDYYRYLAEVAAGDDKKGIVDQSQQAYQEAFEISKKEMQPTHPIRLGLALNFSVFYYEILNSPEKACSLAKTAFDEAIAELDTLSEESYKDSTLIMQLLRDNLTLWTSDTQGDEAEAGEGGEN
# CHOP inh: CHOP inhibition in unfolded protein response; CHO-K1 CHOP-promoter luciferase, tunicamycin-induced, 15-18 h; AID 2732; inhibition, % at 10 µM; 3.8% of 220,000 active;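 active = compounds that reduced the stress-induced luciferase reporter signal by more than about 70% of percent inhibition, limit read from the data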;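 also: 0% = tunicamycin plus vehicle and 100% = wells without tunicamycin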
# NPY Y1 blocker: antagonists of human neuropeptide Y receptor Y1; P25929; HEK293-CNG Y1 cells, membrane potential fluorescence; NPY at EC95, then isoproterenol; inhibition, % at 3.6 µM; 1% of 200,000 active; AID 1040;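 active = inhibition above the campaign mean inhibition of all tested compounds plus 3 SD, cut at about 20% in these data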;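 also: 0% = DMSO wells given NPY plus isoproterenol and 100% = isoproterenol alone without NPY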
#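 Material: HEK293 cells co-expressing NPY Y1 receptor and cyclic-nucleotide gated channel. Timing: compound incubation 1 h at room temperature, readout 45 min post-stimulation. Signal: fluorescence, membrane potential probe.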
# TRPML3 ag: agonists of human TRPML3 channel. Q8TDD5. activation, % at 3 µM. HEK293 TRPML3-YFP, Fluo-8 calcium fluorescence; 100% = the carbachol control signal. 0.29% of 220,000 active;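 active = activation above its plate's cutoff, the mean activation of the plate's test wells plus 3 SD, cut at about 12% in these data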;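 also: 0% = DMSO only wells and 100% = carbachol wells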
#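 Test system: HEK293 cells stably carrying human TRPML3-YFP; Doses: single dose, 3 µM final nominal compound, 0.3% DMSO final; Schedule: dye loading 1 h 37 °C then 30 min ambient, 125 s read; Technique: Fluo-8 calcium fluorescence; Benchmarks: high control carbachol 87 µM, low control DMSO.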
# PPC-1+TRAIL kill: compounds killing PPC-1 cancer cells with TRAIL present (potentiator screen, no TRAIL-free arm); PPC-1 cells + TRAIL, ATPLite viability luminescence; cell killing (% activity), % at 4 µM; 0.41% of 220,000 active;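 active = cell killing above 50% in the first pass at 4 µM, then a duplicate retest at 5 µM averaging 50% or more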;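 also: plate controls were cells with TRAIL plus DMSO for no effect and medium-only wells lacking cells for full effect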
# zfTRPN1 agonist: agonists of zebrafish TRPN1 channel. 0.18% of 220,000 active. activation, % at 3 µM. AID 1424. HEK293 zebrafish TRPN1-YFP, Fluo-8 calcium fluorescence; 100% = response to 87 µM carbachol;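 active = activation above its plate's cutoff, the mean activation of test wells on that plate plus 3 SD, cut at about 19% in these data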;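 also: 0% = DMSO alone and 100% = 87 µM carbachol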
#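 Control set: carbachol 87 µM as high control, DMSO as low control; system: HEK293 stable line with zebrafish TRPN1-YFP; read-out: % activation versus carbachol response; detection: intracellular calcium fluorescence with Fluo-8; doses: single test compound dose, 3 µM nominal, 0.3% DMSO; schedule: dye 1 h 37 °C plus 30 min RT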
# EP2 antag: EP2 receptor (human) inhibition; C6 glioma cells expressing human EP2, cAMP TR-FRET; cells stimulated with saturating PGE2; inhibition, % at 25 µM; 0.52% of 260,000 active; AID 1422;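 active = percent inhibition above 40 after rounding to a whole number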;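 also: rat C6 glioma host cells with rolipram phosphodiesterase inhibitor present; the protocol text gives 20 µM as final concentration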
# Target sequence (P43116 whole entry, looked up): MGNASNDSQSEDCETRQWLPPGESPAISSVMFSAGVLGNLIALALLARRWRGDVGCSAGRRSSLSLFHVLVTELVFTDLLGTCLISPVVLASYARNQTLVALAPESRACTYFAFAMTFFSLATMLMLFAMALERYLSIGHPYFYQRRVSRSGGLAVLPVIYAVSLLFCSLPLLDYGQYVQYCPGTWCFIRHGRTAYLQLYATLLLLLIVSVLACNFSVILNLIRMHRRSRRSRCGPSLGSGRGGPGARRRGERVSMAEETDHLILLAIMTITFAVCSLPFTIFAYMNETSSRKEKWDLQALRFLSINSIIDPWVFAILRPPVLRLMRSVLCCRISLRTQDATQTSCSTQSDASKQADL
# EP2 mod: modulates human prostaglandin E2 receptor EP2 signaling; 0.83% of 260,000 active; P43116; AID 940; EP2-expressing cells, cAMP HTRF FRET, PGE2 co-stimulation; induction, % at 25 µM;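 active = compounds whose cAMP rise, as percent of the full-agonist control response, exceeds 60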;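 also: rat C6 glioma line stably carrying human EP2 under a CMV promoter; the protocol text gives 20 µM as final concentration; 100% = response of wells given 1 µM PGE2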
# Numbers without * were called inactive; . = no result given; [ ] = remark or other dose.
SMILES,NPY1 pot ag,14-3-3 Bad inh,CHOP inh,NPY Y1 blocker,TRPML3 ag,PPC-1+TRAIL kill,zfTRPN1 agonist,EP2 antag,EP2 mod
CC[N+](CC)(CC=C(C)C)CC(=O)OC,24,-13,-5,0,0.2,-9,-0.7,9,27
COc1ccc(-c2cc(C(F)(F)F)nc(SCC(=O)Nc3cc(C)on3)n2)cc1OC,-3,2,13,7,0.6,15,-0.5,6,3
c1ccc2cc(OCc3nc4ccccc4[nH]3)ccc2c1,-13,-12,16,2,-1.6,22,-0.9,10,-48
COc1ccc(C)cc1NC(=O)C(OC(=O)C1CC1)c1ccccc1 (centres undefined),-19,1,15,14,-1.2,-19,-3.0,14,2
COc1ccc([N+](=O)[O-])cc1NC(=O)C(C)N(C)Cc1cccc(OC)c1OC (centres undefined),-6,0[fluorescence artefact?],24,7,0.0,5,0.6,2,-55
COc1ccc(CCNC(N)=S)cc1OC,9,1[fluorescence artefact?],32,-1,0.9,21,1.2,10,24
S=c1[nH]cc(-c2ccccc2)n1-c1cccc(Cl)c1,39*,-18[fluorescence artefact?],41,-6,-1.4,18,-2.5,6,-5
Cc1ccc(-c2cc(C(=O)O)c3cc(Br)ccc3n2)o1,0,6,16,-2,0.5,27,1.7,16,23
CCOC(=O)C1CCN(C(=O)c2ccc(Cl)c(S(=O)(=O)N3CCOCC3)c2)CC1,8,-8,43,-6,0.3,-6,0.5,-3,24
C=CCOCCN1C(=O)C2C(c3ccccc3)C=CC(c3ccccc3)C2C1=O (centres undefined),11,-11,17,1,1.1,6,-0.5,20,19
COC(=O)/C=C1\S/C(=N\N=C\CC(=O)OC)NC1=O,-1,1,0,.,0.8,2,-0.2,9,-3
COc1ccc(CC(=O)Nc2ccc3nc(SC)sc3c2)cc1OC,-4,3,12,-1,1.5,22,2.7,13,-45
OCCC1CN(Cc2cc(F)ccc2-n2cccn2)CCN1C1CCCC1 (centres undefined),-12,9,11,.,1.1,21,-1.5,10,12
CS(=O)(=O)CC(=O)Nc1ccc2nc3n(c(=O)c2c1)CCCCC3,-7,4,-3,.,0.8,29,2.2,7,0
CN=c1scc(C)n1/N=C/c1cc(Br)c(O)c(OC)c1,2,-6,1,-3,0.1,6,-1.4,7,14
Cc1ccccc1NC(=O)CCN1CCN(Cc2ccccc2)CC1,9,5[fluorescence artefact?],4,2,1.4,49,-0.5,8,21
O=C(COC(=O)c1cnccn1)NCCc1ccc(Cl)cc1Cl,-5,-2,5,-5,-0.4,4,-2.4,12,-11
c1ccc(CSc2ccc(-c3cccnc3)nn2)cc1,1,-5,-8,1,0.0,44,0.6,4,-37
CCC(=O)Nc1ccccc1Oc1ccccc1,-12,1,8,1,0.0,11,-0.8,10,2
Cc1oc2ccc(OCc3ccc(F)cc3)cc2c1C(=O)O,-22,0,-2,1,-0.7,-7,-1.6,4,-2
Cc1ccc(NC(=S)NCC2CCCO2)c(OC(F)F)c1 (centres undefined),6,-10,19,5,0.8,3,1.6,2,14
O=C(O)c1ccc(Nc2ncnc3c2cnn3Cc2ccccc2)cc1,-12,1,6,-1,0.6,25,0.9,6,15
CCc1ccc(NC(=O)C(CC)Sc2nc3cc4c(cc3c(=O)n2Cc2ccco2)OCO4)cc1 (centres undefined),5,13,96*,3,1.0,18,0.0,5,14
CC(C)OC(=O)CC1C(=O)NCCN1C(=S)NC(=O)CCc1ccccc1 (centres undefined),-3,-4,22,-1,0.6,-16,-0.1,6,-13
CC(=O)Nc1ccc(/C(C)=N/NC(=O)c2ccc(CN3CCOCC3)cc2)cc1,14,-6,-19,1,0.6,20,-0.2,5,-16

# 3 consecutive compounds already listed, for reference:
SMILES,NPY1 pot ag,14-3-3 Bad inh,CHOP inh,NPY Y1 blocker,TRPML3 ag,PPC-1+TRAIL kill,zfTRPN1 agonist,EP2 antag,EP2 mod
CCc1ccc(NC(=O)C(CC)Sc2nc3cc4c(cc3c(=O)n2Cc2ccco2)OCO4)cc1 (centres undefined),5,13,96*,3,1.0,18,0.0,5,14
CC(C)OC(=O)CC1C(=O)NCCN1C(=S)NC(=O)CCc1ccccc1 (centres undefined),-3,-4,22,-1,0.6,-16,-0.1,6,-13
CC(=O)Nc1ccc(/C(C)=N/NC(=O)c2ccc(CN3CCOCC3)cc2)cc1,14,-6,-19,1,0.6,20,-0.2,5,-16

# Next section:
SMILES,NPY1 pot ag,14-3-3 Bad inh,CHOP inh,NPY Y1 blocker,TRPML3 ag,PPC-1+TRAIL kill,zfTRPN1 agonist,EP2 antag,EP2 mod
Oc1cccc(C=NCc2ccccc2)c1O,-3,-11,16,7,0.7,-16,0.1,10,18
COc1ccc(NC2=NCC(=O)N2c2ccccc2F)cc1,23,48,21,1,0.9,8,0.6,15,35
CC(C)OC(=O)/C(=C\c1ccc2c(c1)c1ccccc1n2C)NC(=O)c1ccccc1,-47,-2,20,23*,0.5,13,-0.6,14,1
Cc1nc(/N=C(\N)N(C)C)[nH]c(=O)c1C,9,1,-17,.,1.0,-26,2.1,2,3
COc1cccc(/C=C2\SC(=O)N(CCC(=O)NNC(=O)c3ccccc3Cl)C2=O)c1,7,-5[fluorescence artefact?],16,3,0.5,-1,1.3,3,-27
CCOC(=O)Cc1nnc(NC(=O)COc2ccc(C)cc2)s1,1,-9,-9,10,0.3,10,1.8,9,-29
COc1cccc(C2/C(=C(\O)c3ccc4c(c3)OCCO4)C(=O)C(=O)N2CCCN(C)C)c1OC (centres undefined),-17,.,.,3,0.3,.,-0.6,.,.
O=[N+]([O-])c1ccc(COc2cccnc2)cc1,-1,-11,-1,2,0.5,25,-0.6,5,-12
CCC(=O)N1CCc2cc(S(=O)(=O)CCC(=O)NCc3cccs3)ccc21,-4,2,-6,3,0.0,20,-0.1,7,-7
CCCC1=NN2C(=N)/C(=C\c3cc(C)n(Cc4ccccc4)c3C)C(=O)N=C2S1,-13,-3,-11,.,0.3,-11,3.5,17,-37
C=CCn1c(-c2sccc2C)n[nH]c1=S,12,-13,7,-5,-0.2,-2,0.1,8,-8
Nc1nc(NCc2ccccc2)nc(Nc2cccc(F)c2)c1[N+](=O)[O-],5,13,34,-4,-0.3,11,-0.1,7,-1
CCOC(=O)N1CCN(C(=O)c2ccc3c(=O)n(Cc4ccc(Cl)cc4)c(=S)[nH]c3c2)CC1,-49,10,-20,7,-1.1,14,0.0,.,6
C=CCN1C(=O)C(O)(CC(=O)c2ccco2)c2cc(Br)ccc21 (centres undefined),2,-4,8,-2,-1.2,-8,-0.3,7,-21
Cc1ccc(C)c(OCC(O)CN2C(C)CCCC2C)c1 (centres undefined),-35,0,0,11,0.4,0,0.0,10,-24
CS(=O)(=O)N(CC(=O)NCc1ccco1)c1ccccc1Cl,13,-7,-18,0,0.1,-2,-1.0,6,9
COc1ccc(OCC(=O)NNC(=O)CCc2ccccc2)cc1,16,-10,13,1,0.5,10,-1.2,7,-1
Cc1ccc(S(=O)(=O)NC(=O)Nc2cc(C(C)(C)C)on2)cc1,2,-15,12,.,0.2,-3,0.9,15,6
CN(C)CCCN(C(=O)C1COc2ccccc2O1)c1nc2ccc(F)cc2s1 (centres undefined),-2,-18,37,2,1.6,20,-0.8,3,1
Cc1cc(C)c(S(=O)(=O)c2ccccc2C)c(Cl)n1,-18,-8,30,6,0.1,-7,-1.3,10,23
CCOC(=O)c1c(C)[nH]c(C)c1C(=O)CN1C(=O)NC(CC(C)C)C1=O (centres undefined),-8,-5[fluorescence artefact?],1,4,0.0,-9,-1.1,9,1
Cc1cc(=O)oc2ccc(OCC(=O)O)cc12,7,27,8,5,0.1,-19,-0.1,4,20
Cn1cccc1C(=O)OCC(=O)Nc1ccc2c(c1)CCC2,2,-15,0,2,0.2,-4,-0.5,10,10
Cc1nnc(SCC(=O)Nc2ncc3c(n2)CC(C)(C)CC3=O)s1,28,2[fluorescence artefact?],-15,4,0.7,7,1.8,6,28
O=C(NCCCN1CCOCC1)NC12CC3CC(CC(C3)C1)C2,-7,-12[fluorescence artefact?],-32,2,1.2,13,1.3,12,1
SMILES,NPY1 pot ag,14-3-3 Bad inh,CHOP inh,NPY Y1 blocker,TRPML3 ag,PPC-1+TRAIL kill,zfTRPN1 agonist,EP2 antag,EP2 mod
CCN(CCn1cccn1)Cc1ccccc1OCC(O)CN1CCc2ccccc2C1 (centres undefined),-33,-2,-1,12,0.6,-9,0.5,4,-9
N#C/C=C1\n2c(nc3ccccc32)OC12CCCCC2,3,7,42,5,0.2,21,0.1,5,33
COc1ccc(C(=O)O/N=C(\C)c2ccccc2)cc1,-8,-11[fluorescence artefact?],5,-2,0.4,7,-1.5,19,-1
Cc1nn(Cc2ccc(F)cc2)c2sc(C(=O)Nc3ccc(N4CCOCC4)cc3N3CCOCC3)cc12,-15,4[fluorescence artefact?],38,-2,0.3,9,7.1,7,39
O=S(=O)(c1ccccc1)c1ccc(NCc2ccco2)cc1,-16,-1,18,-4,-0.5,14,-2.7,7,6
COCCNC(=O)c1n[nH]c2ccccc12,15,-6,14,1,0.4,-2,-0.5,4,19
O=S(=O)(NCC1CCCO1)c1ccc(S(=O)(=O)N(Cc2ccc(F)cc2)Cc2ccco2)cc1 (centres undefined),-7,-3[fluorescence artefact?],45,1,-0.1,14,-0.2,8,6
COc1ccc(N2CCN(/C(=N\S(=O)(=O)c3ccccc3)Nc3nc(C)cc(C)n3)CC2)cc1,-20,2,27,3,-0.5,-23,-0.6,10,25
O=C(N/N=C/c1ccccc1Br)C1CC1,-4,2,13,6,0.4,15,-0.9,6,0
CC1(C)Cc2nc3nc(SCC(=O)NCCc4ccccc4)n(-c4ccccc4)c(=O)c3cc2CO1,4,0,-5,-1,-0.7,23,-1.8,5,-11
COc1cccc2cc(C(=O)N3CCN(C/C=C/c4ccccc4)CC3)c(=O)oc12,-7,33,39,3,0.1,6,-0.1,8,0
O=[N+]([O-])c1cc(-c2nc3nc4ccccc4nc3n2CCc2ccccc2)cc([N+](=O)[O-])c1,-5,-6,66,-5,0.1,37,2.3,9,5
CCN1C(=O)C(CC(=O)Nc2ccc(OC)cc2)N(Cc2cccnc2)C1=S (centres undefined),15,11,12,-1,0.2,15,0.4,5,-10
O=C1C2C3C=CC(C3)C2C(=O)N1CC1CCCO1 (centres undefined),-2,2[fluorescence artefact?],25,6,0.9,7,-0.2,9,9
COc1ccc(C(=O)NC(Cc2ccc(OC(=O)c3ccc(OC)cc3)cc2)C(=O)O)cc1 (centres undefined),-12,1,2,4,0.1,8,0.4,3,-63
CCOC(=O)CN1C(=O)C(O)(CC(=O)c2ccco2)c2ccccc21 (centres undefined),-8,2[fluorescence artefact?],11,6,1.0,16,0.0,6,-9
Cc1cc(Cl)ccc1NC(=S)Nc1ccccn1,16,-2,33,3,0.3,0,-0.6,8,-14
CC1(C)Cc2nc(N3CCOCC3)c(C#N)cc2CO1,-20,-4,-14,5,0.1,20,0.3,12,19
CCOC(=O)N1CCN(c2c(NCCc3ccc(OCC)c(OCC)c3)c(=O)c2=O)CC1,-25,5,8,5,0.0,8,0.1,11,27

# Assay outcomes as filed in PubChem.

# An excerpt; rates above refer to the full screens.
